FEN1 inhibitor = inhibitors of human flap endonuclease 1. Recombinant FEN1 flap cleavage, fluorescence, 15 min. Potency, µM (highest dose often 114 µM), for inactives: at the top dose activity change, negative = inhibition, usual class: inhibitors. 0.35% of 390,000 active. AID 588795; also: nearly all actives have a fitted effect of over 65% in size
Target sequence (P39748 whole entry, looked up): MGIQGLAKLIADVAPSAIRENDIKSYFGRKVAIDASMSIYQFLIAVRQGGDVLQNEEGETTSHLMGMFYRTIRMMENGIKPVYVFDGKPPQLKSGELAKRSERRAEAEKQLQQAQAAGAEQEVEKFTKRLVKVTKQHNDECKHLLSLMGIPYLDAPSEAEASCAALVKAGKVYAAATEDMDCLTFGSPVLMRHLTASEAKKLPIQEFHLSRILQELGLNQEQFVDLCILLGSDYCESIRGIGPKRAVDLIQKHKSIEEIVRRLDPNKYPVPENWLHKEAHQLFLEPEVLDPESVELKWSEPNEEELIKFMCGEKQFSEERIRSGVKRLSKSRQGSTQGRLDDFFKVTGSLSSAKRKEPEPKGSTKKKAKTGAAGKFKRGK
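Potency values derive from four-parameter Hill fits of normalized qHTS data. The reaction used 10 nM FEN1 preincubated 15 min at room temperature with compound, then 50 nM DNA substrate, read at 0 and 15 min.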
TDP1 cell CPT = DT40-hTDP1 cell growth loss with CPT | chicken DT40 Tdp1-/-;hTDP1 cells + 20 nM CPT, ATP luminescence, 48 h | Potency, µM (top dose mostly 46.2 µM), for the others: top-dose activity change, negative = growth inhibition, hits mostly inhibitors | 12% of 420,000 active | AID 686979; also: nearly all actives have a fitted effect of over 55% in size
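Chicken DT40 Tdp1-/- cells stably complemented with human TDP1 were seeded at 400 cells/well in medium containing 20 nM camptothecin, exposed to pin-transferred compounds, and grown at 37 °C for at least 48 hr. Viability was read as ATP luminescence.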
N370S GC = N370S glucocerebrosidase modulation, Gaucher chaperone candidate; N370S GC spleen homogenate, 4MU-glucoside fluorescence; Potency, µM (titrated, usually from 59.4 µM), for the others: at the highest dose activity change, negative = inhibition, hits mostly inhibitors; 0.092% of 330,000 active;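 also: 0% = full enzyme activity and -100% = no enzyme basal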
Starred values were filed as active, the others as inactive; ? = inconclusive; . = not tested or not shown; & = joins results of further samples; [ ] = another dose, or the depositor's remark. Calls follow the shape of the dose curve; as a rule, active = well fitted curve in the direction sought with a large enough effect; inconclusive = small, poorly fitted or top-dose-only effect, or another doubt; inactive = no such curve, though single readings can be large; an effect the other way counts as inactive or inconclusive. Unless noted, % is scaled to controls: 0 for no effect and ±100 for the full control effect; potency is read from the fitted curve at half-maximal effect. Some of the compounds tested; count on the stated rates, not on these rows.

smiles	N370S GC	FEN1 inhibitor	TDP1 cell CPT
CCc1ccccc1NC(=O)Nc1cc(F)ccc1F	-6%	-8%	?
O=C(Nc1ccccc1)c1ccc(N2CCN(c3ccccc3)CC2)c(S(=O)(=O)N2CCOCC2)c1	-6%	-8%	7%
COc1cccc(SCc2noc(C(=O)NC(C)C)c2C(=O)O)c1	11%	17%	4%
Cc1ccc(NC(=S)NCCN2CCOCC2)cc1F	-7%	2%	-1%
OC(COC1CCCCC1)CN1CCCCC1 (stereo unspecified)	4%	13%	-4%
CCOC(=O)N1CCN(C(=O)CCCn2c(=O)[nH]c3ccccc3c2=O)CC1	-13%	-4%	-7%
CCOC(=O)C1(CCOC)CCN(Cc2ccc(COC)o2)CC1	10%	6%	0%
CC1CN(C(=O)CCC(=O)NCc2ccccc2)c2ccccc2O1 (stereo unspecified)	0%	-2%	-20%
Cc1ccc(SCCNCc2ccco2)cc1	-3%	18%	1%
Cc1cc2cc(CN(Cc3ccco3)C(=S)NCC3CCCO3)c(=O)[nH]c2cc1C (stereo unspecified)	?	-17%	?
CCOC(=O)c1c(C)[nH]c(C(=O)COC(=O)c2ccc([N+](=O)[O-])o2)c1C	.	5%	16µM*
CCn1c(CC(=O)Nc2ccccc2)nnc1SCC(=O)Nc1ccccc1C(=O)OC	6%	-2%	-22%

A different layout for 2 compounds above.
Results follow in this order: N370S GC	FEN1 inhibitor	TDP1 cell CPT
- Cc1cc2cc(CN(Cc3ccco3)C(=S)NCC3CCCO3)c(=O)[nH]c2cc1C (stereo unspecified)
 : ?	-17%	?
- CCOC(=O)N1CCN(C(=O)CCCn2c(=O)[nH]c3ccccc3c2=O)CC1
 : -13%	-4%	-7%

Whole records from above. Order of screens: N370S GC | FEN1 inhibitor | TDP1 cell CPT
Shown for Cc1ccc(SCCNCc2ccco2)cc1 = -3% | 18% | 1%
Shown for CCOC(=O)c1c(C)[nH]c(C(=O)COC(=O)c2ccc([N+](=O)[O-])o2)c1C = . | 5% | 16µM*
Shown for Cc1ccc(NC(=S)NCCN2CCOCC2)cc1F = -7% | 2% | -1%

The list continues:
smiles	N370S GC	FEN1 inhibitor	TDP1 cell CPT
COc1cccc(CC(=O)OCC(=O)NC2(C#N)CCCCC2)c1	-1%	-11%	12%
CCN(C(=S)NCc1ccccc1)c1cccc2ccccc12	8%	-23%	?
Cc1cc(N2CCCCCC2)nc(-c2ccccc2O)n1	19%	14%	?
COc1ccc(NC(=O)Cc2coc3ccc4ccccc4c23)cc1S(=O)(=O)N1CCOCC1	-30%	5%	?
O=C(c1n[nH]c2ccccc12)N1CCOCC1	-1%	0%	-3%
O=C(c1ccc(Cl)cc1Cl)N1CCC(c2nc3c(nnn3Cc3ccco3)c(=O)[nH]2)CC1	-2%	1%	?
C=C(C)[C@@H](O)COc1c2ccoc2cc2oc(=O)ccc12	.	6%	-2%
O=C(CCn1nc(-c2ccccc2)ccc1=O)N1CCOCC1	6%	3%	-7%
Cc1ccc(NC(=O)CSc2nc3ccccc3c3nc(CCn4cncc4C)nn23)cc1F	.	19%	?
CCNc1cc(O)ccc1C	5%	-22%	-25%
CCCc1nc2oc3c(Cl)ncnc3c2c2c1CCCC2	4%	-3%	?
COc1ccc(CNC(=O)C2CC(C)=C(C)CC2C(=O)O)cc1 (stereo unspecified)	-18%	-11%	9.2µM*
CC1CCN(C(=O)c2cc(F)c(F)cc2Cl)CC1	0%	7%	1%
CC(C)CSc1nc2c(=O)[nH][nH]c(=O)c2n1Cc1ccccc1	8%	1%	1%
CCOC(=O)c1cc(-c2ccccc2)n(CCC(=O)Nc2nc3c(C)cccc3s2)c1C	.	-21%	13µM*
COc1ccc(Cn2nc(C)cc2C)cc1OC	4%	-8%	4%
CCC(=O)Nc1cc2c(cc1Cl)-c1ccccc1C2	.	-1%	?
CCCC(=O)NC(C)c1nc2ccccc2[nH]1 (stereo unspecified)	4%	21%	1%
COc1cc(/C=N/NC(=O)c2cccnc2)ccc1OCC(=O)N1CCOCC1	2%	0%	-10%
CC(=O)COc1ccc2c(-c3cccc([N+](=O)[O-])c3)cc(=O)oc2c1	1%	0%	?
Cc1cc(OCC(=O)NCCCN2CCCC2=O)c2c(C)cc(=O)oc2c1	4%	6%	5%
CC1CCN(C(=O)c2cc3c(=O)n4ccccc4nc3s2)CC1	?	-15%	-1%
Cc1cc(C)c2c(n1)SCC(=O)N2CC(=O)Nc1c(C)cccc1C	3%	21%&15%	-7%&-11%
CCC1(CC)Cc2ccccc2-c2nc(NN)[nH]c(=O)c21	25%	-1%	-3%
Cc1nc(-c2ccccc2)sc1C(=O)NN	1%	0%	-4%
CCCC1([C@H](O)C/C=C/[C@H]2[C@H](O)CC(=O)[C@@H]2CCCCCCC(=O)OC)CCC1	4%	.	15µM*
Cc1cc(C)c2c(=O)[nH]cnc2n1	-2%	-1%	?
COc1ccc(C2Nc3ccccc3C(=O)N2NS(=O)(=O)c2ccc(C)cc2)cc1 (stereo unspecified)	11%	-11%	?
O=C(CC1N=C2c3ccccc3N=C(SCc3ccc(F)cc3)N2C1=O)NCc1cccs1 (stereo unspecified)	.	11%	?
C=C1c2ccccc2NC(=S)N1Cc1ccc2c(c1)OCO2	11%	5%	-27%
O=C1CN(C(=O)c2ccc(S(=O)(=O)N3CCCC3)cc2)C(c2ccc(F)cc2)c2cc(Br)ccc2N1 (stereo unspecified)	.	-1%	?
CCCCCCCC/C=C\C/C=C\C/C=C\CCCC(=O)NCCO	-3%&2%	.	-8%[4.12 µM]
OC1CCN(C(=S)Nc2ccc(Nc3ccccc3)cc2)CC1	-1%	13%	?
O=C(c1ccc(-n2cccc2)cc1)N1CCOCC1	0%	5%	-23%
COc1cc(NC(=O)c2cc(-c3ccco3)on2)c(OC)cc1Cl	-4%	0%	?
O=C(N[C@H]1CCCCNC1=O)c1cc(COc2ccc(F)cc2F)on1	18%	14%	-3%

A few values from the results shown.
FEN1 inhibitor result of `OC1CCN(C(=S)Nc2ccc(Nc3ccccc3)cc2)CC1` is entered as 13%
FEN1 inhibitor result of `O=C(N[C@H]1CCCCNC1=O)c1cc(COc2ccc(F)cc2F)on1` is entered as 14%
FEN1 inhibitor result of `O=C1CN(C(=O)c2ccc(S(=O)(=O)N3CCCC3)cc2)C(c2ccc(F)cc2)c2cc(Br)ccc2N1` (stereo unspecified) is entered as -1%
FEN1 inhibitor result of `COc1ccc(C2Nc3ccccc3C(=O)N2NS(=O)(=O)c2ccc(C)cc2)cc1` (stereo unspecified) is entered as -11%

Further records.
smiles	N370S GC	FEN1 inhibitor	TDP1 cell CPT
C[C@@H](NC(=O)c1nc[nH]c1C(=O)N1CCc2ccccc2C1)c1ccccc1	.	16%	?
O=C(COC(=O)Cc1ccc(Cl)cc1)NCc1cccs1	.	-12%	-3%
COc1ccc(C(=O)CSc2nnc(NC(=O)C3CC(=O)N(c4ccccc4C)C3)s2)cc1 (stereo unspecified)	-1%	-13%	?
Cc1nc2ccc(S(=O)(=O)NC(C(=O)Nc3nccs3)C(C)C)cc2s1 (stereo unspecified)	0%	24%	10%
COc1ccccc1N1CCN(C(=O)CCc2ccc(S(=O)(=O)NCC(C)C)cc2)CC1	-17%	-4%	?
CCC1CC=CC2C1C(=O)N(Cc1ccccc1)C2c1ccc2ccccc2c1 (stereo unspecified)	-8%	-18%	.
CCCCCCCCCCCCCCCCOCC(CO)OC(C)=O (stereo unspecified)	-20%&-3%	.	9%[4.12 µM]
O=C(CSCCO)Nc1cc(C(F)(F)F)ccc1Cl	-1%	9%	-2%
CCc1ccccc1Nc1nc2ccccc2n1CC	1%	10%	-11%
CCOCCOC(=O)c1[nH]c2c(c1C)C(=O)CC(c1ccccc1)C2 (stereo unspecified)	-3%	12%	1.5µM*
CC(=O)C1=C(C)Nc2ncnn2C1c1ccc(Br)cc1 (stereo unspecified)	-12%	6%	3%
COC(=O)CCNC(=O)NC(CCC(C)C)c1c(-n2cccc2)sc2c1CCN(C)C2 (stereo unspecified)	.	-5%	?
O=C(CN1CCN(S(=O)(=O)c2cc(Cl)ccc2Cl)CC1)c1ccc(O)c(O)c1	-10%	2%	9.2µM*
CCOC(=O)N1CCN(C(=O)CNC2CCCCCCC2)CC1	9%	20%	4%
CCOC(=O)c1cc(-c2cccc([N+](=O)[O-])c2)nc2[nH]c(=O)[nH]c(=O)c12	-11%	-6%	-18%
O=Cc1cn(CC(=O)Nc2ccc3c(c2)OCO3)c2ccccc12	-17%	-1%	?
O=C(c1ccc([N+](=O)[O-])cc1)N1CCc2ccccc2C1	-25%	-2%	-14%
COC(=O)c1ccc2c(=O)n(CCCCCC(=O)NCCNC(C)=O)c(=O)[nH]c2c1	29%	-2%	?
CCOC(=O)c1ccc(-c2c(-c3ccccc3OC)sc3cc4c(cc23)OCO4)cc1F	.	4%	?
COc1ccccc1CNC(=O)CN1C(=O)c2ccccc2S1(=O)=O	-3%	-2%	-2%
COCCNC(=O)c1cc(-c2ccccc2C)nn1CC1CC(c2cccnc2)=NO1 (stereo unspecified)	.	11%	?
O=C(Cc1ccc([N+](=O)[O-])cc1)N1CCN=C1SCc1ccccc1	-1%	-2%	-6%
C=CCC1(C#N)C(=S)NC(C)=C(C(=O)OCC)C1c1ccccc1 (stereo unspecified)	-2%	5%	?
CC(c1ccccc1)N1C(=O)NC(NC(=O)c2cccnc2)(C(F)(F)F)C1=O (stereo unspecified)	-1%	-17%	2%
O=C1OCc2ccc(NC(=O)c3ccccc3C(=O)O)cc21	1%	0%	-10%
Cc1cc(C)n2c(SCC(=O)Nc3cccc(S(N)(=O)=O)c3)nnc2n1	.	-1%	2%
CC(C)n1c(O)c(N=NC(=O)c2ccccc2NS(=O)(=O)c2cccs2)c2ccccc21	-3%	7%	?
CCC(C)C(N)C(=O)NC(CCC(=O)OCc1ccccc1)C(N)=O (stereo unspecified)	-1%	-1%	-7%
Cc1ccc(C(=O)NCC2CCCO2)o1 (stereo unspecified)	4%	3%	1%
O=C(NN=C1CCCC1)c1cc(-c2ccccc2)n[nH]1	23%	2%	-1%
Cc1cc(C)n(-c2ccc(NC(=O)C3CCN(Cc4ccc(C)o4)CC3)cc2)n1	-9%	-11%	-27%
C#CCNC(=O)C1=C[C@@H](c2ccc(C(F)(F)F)cc2)C[C@@H](OCCCCO)O1	-15%	9%	?
O=C(O)CSc1ccc2nnc(-c3cccnc3)n2n1	3%	10%&-7%	?
Cc1ccc(S(=O)(=O)N2CCN(C)CC2)c(C)c1N(C)S(=O)(=O)c1ccc(Cl)cc1	4%	0%	?
CNC(=O)CN(CCc1ccccc1)S(=O)(=O)c1ccc(OC)cc1	-4%	-9%	5%
CCOC(=O)C1C(c2cccc(Cl)c2Cl)NC(=O)NC1(O)C(F)(F)F (stereo unspecified)	17%	-7%	0%
Cn1nnnc1SCc1ccc(F)cc1	-5%	2%	12%
C=CCn1c(SCC(=O)Nc2ccc(NC(=O)c3ccco3)c(OC)c2)nnc1-c1ccncc1	-3%	-3%	-28%
O=C(COc1ccc(Cl)cc1)NCc1nnc(SCC(=O)NCc2ccc3c(c2)OCO3)o1	4%	8%	-15%
Cc1cccc2cc(CN(CCc3ccccc3)C(=O)N3CCOCC3)c3nnnn3c12	5%	-4%	-17%
O=C(COC(=O)c1cnc(Cl)c(Cl)c1)Nc1cccc(S(=O)(=O)N2CCOCC2)c1	.	-1%	-14%
Cn1cnc([N+](=O)[O-])c1S(=O)(=O)Nc1ccccc1	.	-2%	16µM*
CCCOC(=O)C1=C(C)NC(=O)NC1c1cc2c(cc1Br)OCO2 (stereo unspecified)	3%	-3%	-3%
Cc1ccc(S(=O)(=O)NNC(=O)c2sccc2-n2cccc2)cc1	17%	-6%	-25%
Oc1ccc(C2=CSC3=NCCN23)cc1O	-5%	18%	-4%
CCOc1ccc(N2C(=O)/C(=C\c3ccccc3OC)S(=O)(=O)C2c2cccc([N+](=O)[O-])c2)cc1 (stereo unspecified)	0%	-5%	15µM*
Cc1cc(OCC(=O)Nc2ccccc2N2CCCCC2)ccc1C(C)C	-9%	-14%	?
COc1ccc(C(c2nnnn2C2CCCCC2)N2CCN(c3ccc(OC)cc3)CC2)cc1 (stereo unspecified)	-22%	-14%	23µM*
O=C(NNC(=O)c1cccs1)c1ccc(Cl)c(Cl)c1	0%	-3%	-5%
Cc1ccc(NC(=O)CN2CCN(C)CC2)cc1Br	-3%	-6%	-15%
O=C(OC1CCN(c2ccc([N+](=O)[O-])cc2)CC1)c1ccccc1	-1%	0%	-27%
Cn1c(=O)c2c(-c3ccccc3)n(N3CCOCC3)cc2n(C)c1=O	-12%	-1%	?
C=CCn1c(SCC(=O)Nc2ccc3c(c2)OCO3)nnc1-c1ccccc1O	?	-14%	?
CC(=O)N1CCc2cc(N=NC3=C(O)CC(C)(C)CC3=O)ccc21	-13%	16%	-26%
Cc1cc(C)nc(CCNC(=O)CC2C(=O)NCCN2Cc2ccccc2)n1 (stereo unspecified)	20%	4%	-12%
O=C(Cc1cccs1)Nc1ccc(F)cc1	-5%	-3%	-4%
